NF-kB neuron act: activators of NF-kB expression in neurons, primary screen, cell-based, HTS; human neuronal cells, NF-kB reporter expression; active compounds read high; fold change at 12.5 µM; hit rate 1.6% among 190,000; AID 1239, 2008; in the data active = fold change above about 3.3
PMI act: activators of human PMI, primary screen, biochemical, fluorescence intensity, near-Km mannose 6-phosphate. Mannose-6-phosphate isomerase (Homo sapiens), P34949. activation factor at 20 µM. hit rate 0.005% among 190,000. AID 1214, 2008. purified human PMI, coupled resazurin fluorescence, 20 min; active compounds read high; 1 = vehicle control, 0 substrate-free wells;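 active = activation factor of 2 or more at 20 µM, relative to plate controls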
Target sequence (P34949 whole entry, looked up): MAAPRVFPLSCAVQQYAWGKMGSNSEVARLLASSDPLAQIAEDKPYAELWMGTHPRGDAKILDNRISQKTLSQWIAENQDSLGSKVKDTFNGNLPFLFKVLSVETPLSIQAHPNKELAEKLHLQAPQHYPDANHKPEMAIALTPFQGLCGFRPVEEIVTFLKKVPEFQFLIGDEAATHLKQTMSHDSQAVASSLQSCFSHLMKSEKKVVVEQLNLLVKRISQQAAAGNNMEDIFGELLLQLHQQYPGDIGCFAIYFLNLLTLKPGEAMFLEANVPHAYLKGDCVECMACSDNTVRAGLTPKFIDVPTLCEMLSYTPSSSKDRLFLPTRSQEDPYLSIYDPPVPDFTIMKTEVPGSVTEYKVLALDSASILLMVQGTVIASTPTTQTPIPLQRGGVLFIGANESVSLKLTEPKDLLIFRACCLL
TNAP act hi DEA: TNAP activators at high phosphate acceptor level, primary screen, biochemical, luminescence, uHTS; Alkaline phosphatase, tissue-nonspecific isozyme (Homo sapiens), P05186; purified TNAP, CDP-star luminescence, 1 M DEA, 30 min; active compounds read high; 0 = EDTA background, 1 = DMSO-only activity; activation factor at 20 µM; 200,000 tested, under 10 active;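 active = activation factor at least 2 at 20 µM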
Target sequence (P05186 whole entry, looked up): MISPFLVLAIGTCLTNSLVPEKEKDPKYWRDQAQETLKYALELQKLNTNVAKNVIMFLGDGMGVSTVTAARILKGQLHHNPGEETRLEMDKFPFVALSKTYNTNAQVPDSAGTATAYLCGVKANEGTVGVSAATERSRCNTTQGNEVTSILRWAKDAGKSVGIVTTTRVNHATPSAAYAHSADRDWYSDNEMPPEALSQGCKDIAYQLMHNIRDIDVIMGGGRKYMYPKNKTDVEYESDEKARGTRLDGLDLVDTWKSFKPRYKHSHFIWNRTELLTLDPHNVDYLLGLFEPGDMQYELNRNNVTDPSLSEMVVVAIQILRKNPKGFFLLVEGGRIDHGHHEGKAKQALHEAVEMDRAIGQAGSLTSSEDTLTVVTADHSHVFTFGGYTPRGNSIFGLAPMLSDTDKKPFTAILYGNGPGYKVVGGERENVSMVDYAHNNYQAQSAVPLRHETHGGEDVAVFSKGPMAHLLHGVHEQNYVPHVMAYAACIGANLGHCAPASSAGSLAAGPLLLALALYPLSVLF
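Measured by: Luminescent substrate turnover signal | Test system: Human TNAP | Input: TNAP 1/800 final | Dosing: 20 µM single point | Schedule: 30 min, room temperature | Controls: EDTA wells as negative control, DMSO wells as positive control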
APP 5'UTR act: activators of APP 5'UTR luciferase reporter, primary screen, SH-SY5Y cells | activation, % at 2 µM | SH-SY5Y APP 5'UTR luciferase reporter, luminescence; zero percent = DMSO vehicle wells | hit rate 1% among 190,000 | AID 1276, 2008;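 active = activation above a set limit, based on mean plus 3 SD of controls, cut at about 140% in these data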; also: values of inactives mirror those of a sister screen read the other way
FLuc inhib CS: firefly luciferase enzyme inhibitors, primary screen, artefact control for luciferase-based inhibitor screens, biochemical, luminescence, ATPLite | 10 min | AID 1006, 2008 | Luciferin 4-monooxygenase (Photinus pyralis), P08659 | inhibition, % at 10 µM | hit rate 1.5% among 200,000;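 active = inhibition above about 50% when tested at 10 µM, limit read from the data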
TNAP inh noacc: human TNAP enzyme inhibitors, primary screen, biochemical, luminescent, no phosphate acceptor, uHTS | Alkaline phosphatase, tissue-nonspecific isozyme (Homo sapiens), P05186 | purified TNAP, CDP-star luminescence, 30 min | inhibition, % at 20 µM | hit rate 0.26% among 200,000 | AID 1012, 2008;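 active = tissue-nonspecific alkaline phosphatase inhibition above about 50% at 20 µM in the single-dose screen, limit read from the data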;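 also: 0% = DMSO negative control and 100% = EDTA positive control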
TNAP inh hi DEA: human TNAP enzyme inhibitors, primary screen, biochemical, luminescent, high phosphate acceptor level, uHTS; Alkaline phosphatase, tissue-nonspecific isozyme (Homo sapiens), P05186; purified TNAP, CDP-star luminescence, 1 M DEA; inhibition, % at 20 µM; hit rate 0.03% among 200,000;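 active = over 50% inhibition of tissue-nonspecific alkaline phosphatase at 20 µM in the single-dose screen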;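 also: plate controls were DMSO wells for no effect and EDTA-quenched wells as full inhibition for full effect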
PMI act satM6P: human PMI activators, high substrate, primary screen, biochemical, fluorescence intensity, near-saturating mannose 6-phosphate; Mannose-6-phosphate isomerase (Homo sapiens), P34949; coupled PMI enzyme assay, resazurin fluorescence, 20 min; active compounds read high; 1 = untreated enzyme, 0 = substrate-free blank; activation factor at 20 µM; hit rate 0.34% among 190,000; AID 1216, 2008;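 active = activation factor of 2 or more at 20 µM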
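Test system: human phosphomannose isomerase with PGI, G6PDH, diaphorase coupling enzymes / Doses: 20 µM compound, 1% DMSO / Times: enzyme reaction with compound 20 min at room temperature / Measured by: Diaphorase-driven resazurin-to-resorufin fluorescence, excitation 544, emission 590 nm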
bIAP activator: bovine intestinal alkaline phosphatase activators, primary screen, biochemical, bovine IAP, CDP-star luminescence | alkaline phosphatase, intestinal [Bos taurus] | hit rate 0.17% among 200,000 | purified bovine IAP, 30 min; active compounds read high; fold of DMSO-control signal, blank-subtracted | activation factor at 20 µM;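 active = activation factor of 2 or more at 20 µM, a signal rise over negative controls twice the positive control's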
FLuc act counter: FLuc activators, initial screening, artefact control for FLuc-dependent activation tests, biochemical, ATPlite luminescence; ATPlite luciferase biochemical, 10 min; 0 = ATP-free wells, 1 = DMSO control; Luciferin 4-monooxygenase (Photinus pyralis), P08659; activation factor at 10 µM; 200,000 tested, under 10 active;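 active = luciferase activation factor, scaled between plate controls, of at least 2 with compound at 10 µM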
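System: cell-free luciferase reagent; medium: PBS as buffer for the ATP substrate; doses: test compounds dosed from 2 mM stocks in 100% DMSO; incubation: 10 min, room temperature; measured by: luminescence from luciferase reaction; read-out: luciferase activation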
The depositor's hits bear a star; · = not tested or not shown.

SMILES	NF-kB neuron act	PMI act	TNAP act hi DEA	APP 5'UTR act	FLuc inhib CS	TNAP inh noacc	TNAP inh hi DEA	PMI act satM6P	bIAP activator	FLuc act counter
CCCOc1ccc(-c2nnn(CC(=O)OCC)n2)cc1	1.2	1	1	2	4	-10	-4	1	1	1
COc1cccc(NC(=O)COc2ccc(C)cc2)c1	1.1	0.9	1	17	21	-4	4	1	1.1	0.8
COc1cc(OC)c(C(=O)OCC(=O)Nc2cc(C)on2)cc1OC	0.92	1.1	1	11	-2	-3	1	1	0.9	1
Cc1ccc2c(c1)NC(=O)C(CC(=O)NCCCN1CCCC1=O)O2 (configuration not stated)	1.2	1.1	1.1	-5	-10	8	-6	1.1	1	1.1
COc1ccc(N)cc1-n1c(C)ccc1C	1.2	0.6	1	16	2	-7	0	0.4	1	1
Cc1nc(NC(C)c2ccccc2)c2oc3ccccc3c2n1 (configuration not stated)	0.65	1	1.1	7	2	-8	-5	1	1	1
CC(NC(=O)/C(C#N)=C/c1ccc(Cl)c([N+](=O)[O-])c1)c1ccccc1 (configuration not stated)	2.2	0.9	1	4	-3	-9	-3	1	0.9	1
Cc1cc(C)nc(-n2nc(C)c(C3(O)C(=O)Nc4ccc(F)cc43)c2N)n1 (configuration not stated)	1	1	1.1	-2	-6	-10	-8	1	1.1	1.1
Cc1ccc(C)c(OCC(=O)N/N=C/c2ccsc2)c1	1.5	0.9	1	10	-3	-6	-3	1	1	1
Cc1cc(CNC(=O)Cn2nc(C)c([N+](=O)[O-])c2C)c2ccccc2n1	0.96	1.4	1	-23	-5	-20	-3	1.3	1	1.1
O=C(CSc1ccc(-c2ccncc2)nn1)N1CCN(c2ccccc2)CC1	0.92	1.1	1	13	-6	-7	1	1.1	0.9	1.1
CCN1CCN(C(=O)Nc2cc(Cl)ccc2OC)CC1	0.95	1	1.1	22	-5	-10	-7	1	1	1.1
COc1ccc(S(=O)(=O)N2CCOCC2)cc1C(=O)Nc1cc(C)on1	1.7	0.9	1	-21	-6	-11	-4	0.9	0.9	1.1
CCOc1ccc(NCc2nnc(SCC(=O)Nc3nc(-c4ccccc4)cs3)n2-c2ccccc2)cc1	1.1	1	1.1	-16	-4	-13	-6	1	1	1
O=C(c1cc([N+](=O)[O-])ccc1N1CCOCC1)N1CCOCC1	1.7	1	1	3	-4	-16	-1	1	0.5	1
c1cncc(-c2nc3ccccn3c2Nc2ccc3c(c2)OCCO3)c1	1.1	0.9	1.1	9	-1	-16	-6	0.9	0.9	1
Cc1ccc(CNS(=O)(=O)c2ccc3c(c2)OCCO3)cc1	1.1	0.9	1	16	-3	-4	0	0.9	0.9	1
Fc1cccc(C2CCCCN2Cc2nc(C3CC3)no2)c1 (configuration not stated)	1	0.9	1.1	3	-5	-12	-7	0.9	0.9	1.1
O=C(C1CCCCC1)N1CCN(C(=O)C2CCCCC2)CC1	1.1	1	1.1	16	-6	-9	-5	1	1	1.1
CSc1ccc(-c2cc(=O)c3ccccc3o2)cc1	3.1	0.8	1	142*	35	9	-5	0.8	0.7	0.7
COc1ccccc1CNC(=O)CNCC1CCCO1 (configuration not stated)	1.1	1.1	1.1	-15	0	-15	-6	1.1	1	1
C/C(=N/NC(=O)CNC(=O)c1cccnc1)c1cccc([N+](=O)[O-])c1	1.1	1.1	1.1	-5	-1	-12	-5	1.2	1	1
COc1ccccc1N1CCN(C2CCN(C(=O)c3cccc(F)c3)CC2)CC1	0.96	1	1	-6	-7	-8	-4	1	1.1	1.1
COC(=O)c1cc(NC(=O)CSc2nc(C)cc(=O)[nH]2)cc(C(=O)OC)c1	0.95	0.9	1.1	17	1	-4	-7	1	1	1
CC1=CC(C)(C)N(C(=O)CSc2ncn[nH]2)c2ccc(C)cc21	0.96	0.9	1.1	-8	-11	0	-6	0.9	1.4	1.1
N#Cc1nc(-c2ccco2)oc1N1CCN(c2cccc(Cl)c2)CC1	1	0.9	1	6	-6	-11	-4	0.8	0.9	1.1
CCN(CC)C(=O)Cn1c(=O)c2ccccc2n2c(=S)sc(-c3cccc(C)c3)c12	1	0.8	0.9	5	-8	0	6	1	1	1.1
O=C(N/N=C/c1cccs1)/C(=C/c1ccccc1)NC(=O)c1ccccc1	1.2	1	1	-3	-4	7	-4	1.1	1	1
O=C1/C(=C/c2cccnc2)CCc2c1[nH]c1ccccc21	·	0.9	1	76	11	-1	-3	0.8	1	0.9
NC(=O)c1nnn(-c2nonc2N)c1-c1ccc([N+](=O)[O-])cc1	1.2	0.9	1	1	-4	-4	-1	1	1	1
COC(=O)/C=C\C(=O)Nc1cccc([N+](=O)[O-])c1	0.91	1.4	1	-65	14	0	-3	1.8	1	0.9
O=C1C2CCC(C(O)C2)N1Cc1ccccc1 (configuration not stated)	1.1	1	1	3	-8	-6	-2	1	1	1.1
COC(=O)c1ccccc1NC(=O)Cn1c(=O)oc2ccc(Cl)cc21	0.89	0.9	1	0	-5	-13	0	1	0.9	1
COc1cc(/C=C2\CCc3ccccc3C2=O)cc(OC)c1OC	3.1	0.8	1	7	3	-4	2	0.8	1.1	1
COc1ccc(-c2nsc(SCC(=O)Nc3cc(C)on3)n2)cc1	1.2	0.7	1	25	0	-7	1	0.8	0.9	1
CC(C)=C(NC(=O)c1ccco1)C(=O)NCCc1nc2ccccc2[nH]1	1.1	1	1	7	-3	-9	0	1.1	1	1
CCOC(=O)c1cn2c(C)cccc2n1	1.1	1.1	1	17	3	-4	2	1	1.1	1
COc1cc(NC(=O)c2ncn[nH]2)cc(OC)c1OC	1.1	1.2	1.1	-3	-3	-8	-6	0.8	0.9	1
O=C(NCCN1CCOCC1)c1cc2cc(Br)ccc2oc1=O	1.5	0.9	1	-8	-3	7	4	0.9	0.9	1
COCCCn1c(SCC(=O)N2CCc3ccccc32)nnc1-c1ccco1	0.91	0.9	1	3	2	-2	-2	0.9	1	1
C[C@]1(C(=O)O)C=C[C@@H](Cc2ccccc2)N1C(=O)c1ccccc1	1	1	1.1	15	-6	-9	-5	1	1.1	1.1
COc1ccc(OC)c(Nc2nc(C3CC3)nc3c2nnn3Cc2ccccc2)c1	1.1	0.9	1.1	19	-6	-10	-10	0.9	0.9	1.1
CC(=O)Nc1c(C)ccc(CNC(=O)COc2ccc(F)cc2)c1C	1.2	1	1	2	-6	-8	-1	1	1.1	1.1
CC(O)CNC(=S)Nc1ccccc1 (configuration not stated)	1.3	1	1	-16	-6	-6	-4	1	0.9	1.1
COc1ccccc1NC(=O)c1ccc(CS(=O)(=O)c2ccc(C)cc2)cc1	1.2	0.8	1	-10	-1	-1	-5	0.9	1	1
Cc1nc(N2CCCC2)c2nnn(Cc3ccccc3Cl)c2n1	1.5	1.1	1	-3	-4	-7	-3	1	0.9	1
COc1cc(/C=C(\NC(=O)c2ccccc2)C(=O)NCC(=O)O)c([N+](=O)[O-])cc1OC	1.2	1.1	1	15	1	-11	0	0.8	1.2	1
O=C(O)c1ccc(Cn2nnc3sc4c(c3c2=O)CCCC4)cc1	1.8	1	1	37	1	-11	1	0.9	1	1
CC(=O)N1CCc2c(sc(NC(=O)c3ccc([N+](=O)[O-])o3)c2C#N)C1	1	0.4	0.9	-62	21	11	13	0.6	0.8	0.8
CCCN1C(=O)c2cc(C(=O)Nc3ccc(OC)c(OC)c3)ccc2C1Nc1ccc(OC)c(OC)c1 (configuration not stated)	1.1	0.8	1	-2	-2	-4	-3	0.6	1.1	1
CC1(C)C2CC=C(/C=N/NC(=O)c3ccc(O)cc3)C1C2 (configuration not stated)	1.1	1	1	-4	5	-3	1	1	0.9	0.9
CC(C)C(=O)Nc1nnc(SCC(=O)NC2CC2)s1	1	0.9	1	-3	-4	-14	-4	1	1	1
COCc1cc(S(=O)c2ccc(Cl)cc2)nc(C)n1 (configuration not stated)	1.7	0.9	1	8	1	2	5	1.1	1.1	1
COc1ccc(CNCCNC(=O)c2nonc2N)cc1OC	0.95	1.1	1	7	-7	-10	-4	1.1	0.9	1.1
COC(=O)c1cc(Br)c(=O)n(-c2nccs2)c1	0.99	1	1	6	-1	-8	0	1.1	1	1
Cn1ncc(C#N)c1NC(=O)c1nn2cccnc2c1Cl	0.89	1.1	1.1	-22	-3	-11	-6	1	0.9	1
Cc1[nH]n(-c2nc(-c3ccc(Cl)cc3)cs2)c(=O)c1N=Nc1ccc(O)cc1	0.87	1.1	0.8	-54	8	24	24	1.1	0.9	0.9
CC1CN(c2oc(-c3cccs3)nc2C#N)CC(C)O1 (configuration not stated)	1.1	1	1	-5	0	-9	-2	1.1	1	1
CCOC(=O)c1oc2ccc(S(=O)(=O)N3CCOCC3)cc2c1C	1	1	1.1	7	-3	-10	-6	1	1.1	1
COCCn1c(SCC(=O)N2CCCC2)nnc1C(C)C	1.3	0.9	1	17	-7	-11	-5	0.9	0.9	1.1
Next part.
SMILES	NF-kB neuron act	PMI act	TNAP act hi DEA	APP 5'UTR act	FLuc inhib CS	TNAP inh noacc	TNAP inh hi DEA	PMI act satM6P	bIAP activator	FLuc act counter
Cc1ccc(CNC(=O)CSc2ccc(-c3ccccn3)nn2)cc1	1.4	1	1	-10	-4	6	-4	1.1	0.9	1
Cc1ccnc(N2CCC(C(=O)NCc3ccc4c(c3)OCO4)CC2)n1	0.94	1	1.1	20	-3	-13	-6	1	0.9	1
CC(C)(NO)/C(=N/O)c1ccc(Br)cc1	1.1	1.2	1	-4	0	-5	-1	1.2	1	1
Cc1ccnc(NS(=O)(=O)c2ccc(NC(=O)c3cc(-c4ccccc4)nc4ccccc34)cc2)n1	0.96	1	1	0	-8	-2	-2	1.1	1	1.1
COc1ccc(C2NCCn3cccc32)cc1 (configuration not stated)	0.94	1.3	1	18	-2	-12	-3	1.3	1	1

One compound at a time (already shown).
Cc1ccc(CNC(=O)CSc2ccc(-c3ccccn3)nn2)cc1 across the screens: NF-kB neuron act: 1.4; PMI act: 1; TNAP act hi DEA: 1; APP 5'UTR act: -10; FLuc inhib CS: -4; TNAP inh noacc: 6; TNAP inh hi DEA: -4; PMI act satM6P: 1.1; bIAP activator: 0.9; FLuc act counter: 1
CC(C)(NO)/C(=N/O)c1ccc(Br)cc1 across the screens: NF-kB neuron act: 1.1; PMI act: 1.2; TNAP act hi DEA: 1; APP 5'UTR act: -4; FLuc inhib CS: 0; TNAP inh noacc: -5; TNAP inh hi DEA: -1; PMI act satM6P: 1.2; bIAP activator: 1; FLuc act counter: 1
